Compound activity (PubChem BioAssay)
S1P2 ag: agonists of human S1P2 receptor | actives 0.46% (n = 97,000) | activation, % at 4.5 µM | AID 729 | S1P2-expressing cell line, agonist reporter read-out | O95136; in the data active means activation above about 16%;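 further: 0% = vehicle low control and 100% = maximal reference agonist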
Target sequence (O95136 whole entry, looked up): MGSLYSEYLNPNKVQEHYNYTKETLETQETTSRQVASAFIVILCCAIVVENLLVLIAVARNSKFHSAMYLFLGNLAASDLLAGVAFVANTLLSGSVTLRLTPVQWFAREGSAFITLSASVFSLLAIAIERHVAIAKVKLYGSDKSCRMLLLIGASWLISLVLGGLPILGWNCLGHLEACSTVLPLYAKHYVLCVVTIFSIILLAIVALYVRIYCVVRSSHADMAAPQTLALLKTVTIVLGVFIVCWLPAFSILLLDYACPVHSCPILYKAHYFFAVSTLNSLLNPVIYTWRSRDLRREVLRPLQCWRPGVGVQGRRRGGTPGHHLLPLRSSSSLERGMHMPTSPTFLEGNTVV
Plk1 PBD FP: inhibitors of human Plk1 polo box domain binding; P53350; Plk1 PBD phosphopeptide binding, fluorescence polarization; inhibition, %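 (tested at about 20 µM)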; actives 0.13% (n = 97,000); in the data active means inhibition above about 34%, passing the limit was not always enough
MT1-MMP txn act: MT1-MMP promoter transcription activation. actives 0.16% (n = 86,000). activation factor at 10 µM. HT1080 MT1-MMP promoter luciferase reporter, luminescence, overnight; hits give high values. AID 750;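 active means activation factor of at least 2 for MT1-MMP transcription at 10 µM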
EphB4 ephrin blk: EphB4-ephrin-B2 interaction antagonism; inhibition, % at 7 µM; actives 0.15% (n = 97,000); AID 720; EphB4 LBD / TNYL-RAW-Alexa532 peptide, fluorescence polarization; P54760;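 active means inhibition above the screen-wide mean inhibition plus 3 SD, cut at about 15% in these data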;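 further: 0% = DMSO wells and 100% = excess unlabeled TNYL-RAW peptide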
Rev-RRE block: disrupts HIV-1 Rev binding to RRE RNA | Rev peptide-RRE RNA binding, FRET | inhibition, % at 8 µM | actives 0.79% (n = 97,000);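 active means inhibition above the screen-wide mean plus 3 SD, cut at about 35% in these data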;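 further: 0% = median DMSO wells and 100% = median Neomycin B control wells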
Target sequence (P05866 whole entry, looked up): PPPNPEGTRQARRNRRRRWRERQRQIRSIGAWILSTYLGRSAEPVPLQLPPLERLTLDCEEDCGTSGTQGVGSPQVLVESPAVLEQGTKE
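Assay system: Rev peptide and RRE RNA, both fluorescently labelled; times: 5 min preincubation and 15 min binding, 25 °C; detection: FRET, ex 480 nm, em 540 and 671 nm; read-out basis: % inhibition from 671/540 nm acceptor-to-donor ratio, scaled between controls; benchmarks: DMSO low control, neomycin B high control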
PLK1 kinase inh: PLK1 (human) kinase inhibition; actives 0.53% (n = 97,000); recombinant PLK1 kinase, TR-FRET peptide phosphorylation; inhibition, % at 10 µM; P53350;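 active means inhibition of 50% or more in the single-concentration screen; inactive means inhibition below 50%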;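 further: 0% = DMSO max control and 100% = H-89 dihydrochloride min control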
PLAP act: activators of human placental alkaline phosphatase; purified PLAP enzyme, luminescent substrate read-out; hits give high values; actives 1.2% (n = 96,000); P05187; activation fold at 20 µM; in the data active means activation fold above about 2
Target sequence (P05187 whole entry, looked up): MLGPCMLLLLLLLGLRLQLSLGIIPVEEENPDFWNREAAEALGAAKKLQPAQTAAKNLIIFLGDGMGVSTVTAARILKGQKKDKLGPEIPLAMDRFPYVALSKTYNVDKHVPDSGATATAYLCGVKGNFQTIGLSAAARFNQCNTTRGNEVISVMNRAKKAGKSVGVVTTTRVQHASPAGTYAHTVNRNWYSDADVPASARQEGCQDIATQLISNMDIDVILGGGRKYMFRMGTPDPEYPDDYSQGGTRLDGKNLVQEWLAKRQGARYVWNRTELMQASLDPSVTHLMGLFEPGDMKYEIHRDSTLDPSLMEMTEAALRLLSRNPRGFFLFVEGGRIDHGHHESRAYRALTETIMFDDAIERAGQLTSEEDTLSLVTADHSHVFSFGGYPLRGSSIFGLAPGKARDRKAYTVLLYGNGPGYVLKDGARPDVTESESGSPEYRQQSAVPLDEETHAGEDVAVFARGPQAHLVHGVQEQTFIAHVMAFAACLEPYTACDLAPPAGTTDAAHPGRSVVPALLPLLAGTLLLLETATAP
S1P2 blocker: blocks the human S1P2 receptor; inhibition, % at 5 µM; O95136; cell-based S1P2 antagonist assay, inhibition at 5 uM; actives 0.21% (n = 97,000); in the data active means inhibition above about 45%;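 further: CRE beta-lactamase reporter cells expressing human S1P2 stimulated with S1P; 0% = agonist at EC80 alone and 100% = agonist plus reference antagonist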
FAK inh: inhibitors of human focal adhesion kinase. actives 0.84% (n = 97,000). biochemical FAK kinase activity assay. Q05397. inhibition, %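 (tested at 7 µM)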; in the data active means inhibition above about 19%;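 further: 0% = DMSO and 100% = reference compound high control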
The depositor's hits bear a star; x = not tested or not shown. Compounds were not picked by outcome (roughly 3.9% active in at least one column).

S1P2 ag	Plk1 PBD FP	MT1-MMP txn act	EphB4 ephrin blk	Rev-RRE block	PLK1 kinase inh	PLAP act	S1P2 blocker	FAK inh	structure
-1	5	1.1	3	3	-3	1.1	5	0	CCOC(=O)COn1c2c(c3c4no[n+]([O-])c4ccc31)CCCC2
-3	-19	x	-6	-2	-14	1.1	-17	0	O=[N+]([O-])c1cccc(CN(CCO)Cc2ccccc2)c1
-4	-35	1.5	6	5	2	0.9	21	-2	O=C(Nc1ccc(NC(=O)c2ccco2)cc1)c1cnccn1
-5	-5	1.3	-4	5	-14	x	-6	3	CCn1c(CCNC(=O)c2cccs2)nnc1SCC(=O)Nc1ccc(Cl)cc1
-2	0	1.2	1	9	-6	x	1	-3	CCCOn1nnnc1-c1ccccc1
-1	2	1.2	4	-5	0	1.8	2	0	COc1cc2c(cc1OC)C(C(=O)N1CCN(c3ccccc3)CC1)C(c1cccs1)N(C)C2=O (stereo unspecified)
-4	-4	1.3	8	6	-7	1.2	3	4	c1ccc(CCc2nc(-c3ccccc3)no2)cc1
-7	0	1	-10	-2	-4	1.5	3	-4	Cn1c(Br)nc2c1c(=O)n(CC(O)COc1ccccc1)c(=O)n2C (stereo unspecified)

(further entries)
S1P2 ag	Plk1 PBD FP	MT1-MMP txn act	EphB4 ephrin blk	Rev-RRE block	PLK1 kinase inh	PLAP act	S1P2 blocker	FAK inh	structure
-3	-29	x	1	11	-4	x	-8	2	Cc1ccc(C(=O)NCCSc2ccc(Cl)cc2)cc1[N+](=O)[O-]
-7	24	1.3	4	10	-5	1.4	11	3	CC(C)(C)NC(=O)C(c1ccncc1)N(C(=O)Cn1nnc(-c2cccs2)n1)C1CCCCC1 (stereo unspecified)
0	0	1.1	-2	1	-5	0.9	19	-2	CCc1c(C)nc2[nH]nc(NC(=O)C(F)(F)F)n2c1=O
1	-5	0.9	-16	-2	-8	x	-11	0	Cc1ccc(OCC(O)CNS(=O)(=O)c2ccccc2C(=O)O)cc1 (stereo unspecified)
0	3	x	7	12	-1	0.6	5	-1	Cc1ccccc1CN1CCN(Cc2ccccc2C(F)(F)F)CC1
-6	-5	1.1	-13	15	-8	1.2	-7	-1	C[C@H](NC(=O)OC(C)(C)C)c1nnc(SCC(=O)Nc2ccc(Br)cc2)o1
-6	-15	1.1	-1	10	-6	1	13	-2	CCOC(=O)CNS(=O)(=O)c1ccc(C(=O)O)cc1
-4	-1	1.3	1	4	0	0.9	23	1	O=S(=O)(NCc1ccc(F)cc1)c1cccc(S(=O)(=O)N2CCOCC2)c1

Record cards, as listed above. Values in the order: S1P2 ag, Plk1 PBD FP, MT1-MMP txn act, EphB4 ephrin blk, Rev-RRE block, PLK1 kinase inh, PLAP act, S1P2 blocker, FAK inh
Cc1ccc(C(=O)NCCSc2ccc(Cl)cc2)cc1[N+](=O)[O-] across the screens: -3, -29, x, 1, 11, -4, x, -8, 2
CCc1c(C)nc2[nH]nc(NC(=O)C(F)(F)F)n2c1=O across the screens: 0, 0, 1.1, -2, 1, -5, 0.9, 19, -2

Additional structures follow.
S1P2 ag	Plk1 PBD FP	MT1-MMP txn act	EphB4 ephrin blk	Rev-RRE block	PLK1 kinase inh	PLAP act	S1P2 blocker	FAK inh	structure
-8	-30	x	-3	3	-11	1.1	5	0	Cc1ccc(C(C2=C(O)CC(C)(C)CC2=O)C2C(=O)CC(C)(C)CC2=O)s1 (stereo unspecified)
-2	-1	x	-5	7	-8	0.9	-7	0	O=C(C1CCN(S(=O)(=O)c2ccc(Br)s2)CC1)N1CCc2ccccc21
-1	-13	1.1	-6	4	-8	1.1	-12	-5	COCCN1C(=O)C(=O)/C(=C(/O)c2cccc(OC)c2)C1c1ccncc1 (stereo unspecified)
-5	-14	1.1	11	13	-6	1	-11	-4	CC(C(=O)O)N1C(=O)c2ccccc2C1=O (stereo unspecified)
-7	-26	1.1	-2	-4	5	1.7	-5	1	c1ccc(CCn2nnnc2C(c2cccnc2)N2CCN(c3nc4ccccc4s3)CC2)cc1 (stereo unspecified)
-1	-13	1	4	6	-2	1.1	-8	-1	COC(=O)Cc1c(C)nc2nc(Cc3ccccc3)[nH]n2c1=O
-4	-10	x	3	10	-15	0.9	-6	0	Cc1cnc(C(=O)OCC(=O)NC23CC4CC(CC(C4)C2)C3)cn1
-3	24	1.1	1	6	-8	0.8	24	3	COc1ccc(S(=O)(=O)Cc2ccc(C(=O)N3CCC(C(N)=O)CC3)o2)cc1

Compounds from the list above that have two or more sulfur atoms, in the order listed:
S1P2 ag	Plk1 PBD FP	MT1-MMP txn act	EphB4 ephrin blk	Rev-RRE block	PLK1 kinase inh	PLAP act	S1P2 blocker	FAK inh	structure
-5	-5	1.3	-4	5	-14	x	-6	3	CCn1c(CCNC(=O)c2cccs2)nnc1SCC(=O)Nc1ccc(Cl)cc1
-4	-1	1.3	1	4	0	0.9	23	1	O=S(=O)(NCc1ccc(F)cc1)c1cccc(S(=O)(=O)N2CCOCC2)c1
-2	-1	x	-5	7	-8	0.9	-7	0	O=C(C1CCN(S(=O)(=O)c2ccc(Br)s2)CC1)N1CCc2ccccc21

New compounds follow.
S1P2 ag	Plk1 PBD FP	MT1-MMP txn act	EphB4 ephrin blk	Rev-RRE block	PLK1 kinase inh	PLAP act	S1P2 blocker	FAK inh	structure
-2	-13	1	-2	8	-9	1.2	20	-1	CCOc1ccccc1Nc1nnc(Cc2ccccc2Cl)c(=O)[nH]1
-6	-3	1.1	6	9	-9	1.1	14	1	Cc1ccccc1C(=O)/C=C1\NC(=O)CS1
-4	10	1.2	-2	8	-10	0.8	5	-1	Cc1ccc(Oc2cc(C#N)c(C#N)cc2-n2nnc3ccccc32)cc1C
-3	-23	x	-4	16	15	1.1	14	-3	O=C(C1CN(S(=O)(=O)c2ccccc2)CCN1S(=O)(=O)c1ccccc1)N1CCCCCC1 (stereo unspecified)
-5	-6	x	-9	-1	-6	x	9	-11	O=C(N/N=C/C=C/c1ccccc1)C(O)c1ccccc1 (stereo unspecified)
-3	0	1.1	10	11	-15	0.9	17	2	COC(=O)Nc1ccc(C)c2nsnc12
-7	-12	1	0	9	-3	1.1	8	-2	N#CC1=C(SCC(=O)Nc2cccc3cccnc23)NC(=O)C(C#N)C12CCCCC2 (stereo unspecified)
-3	6	1.1	1	6	-3	1	-12	-2	COc1ccc(C(=O)COC(=O)Cn2nnc3ccccc32)cc1Br

Further entries
S1P2 ag	Plk1 PBD FP	MT1-MMP txn act	EphB4 ephrin blk	Rev-RRE block	PLK1 kinase inh	PLAP act	S1P2 blocker	FAK inh	structure
-5	-22	1	-8	11	-5	1.1	15	0	Cc1ccc(CCNC(=O)c2ccc(CS(=O)(=O)Cc3ccccc3F)o2)cc1
-8	9	1.1	6	9	15	x	19	3	O=C(COc1ncnc2ccccc12)NC(=O)NCc1ccccc1
-1	-1	x	5	18	-10	0.9	15	-1	Fc1ccc(Oc2nc(-c3ccccc3)nnc2C(F)(F)F)cc1
-4	-9	1.1	-7	-4	-4	x	15	2	CN(C)/C=C/C=C1C(=O)CCCC1=O
-4	-5	x	2	5	-10	0.9	1	-1	CC(C)CSc1nsc(N)n1
-5	-1	1.1	2	3	-12	1.2	15	4	COc1ccc(C(=O)N(CC(=O)NC(C)(C)C)c2ccc3c(c2)OCCO3)cc1OC
-2	-12	1	-11	5	0	0.9	-8	2	COc1ccc(N2CCN(Cc3cc(=O)oc4ccc(C)cc34)CC2)cc1
-6	-1	1.2	-1	6	-7	0.9	4	0	O=C(CCC(=O)c1cccs1)NCc1ccc(Cl)cc1

Additional structures follow:
S1P2 ag	Plk1 PBD FP	MT1-MMP txn act	EphB4 ephrin blk	Rev-RRE block	PLK1 kinase inh	PLAP act	S1P2 blocker	FAK inh	structure
-5	-5	1.1	-5	2	-19	0.8	-4	2	COc1ccc(OC)c(NC(=O)c2nnn(CCc3ccccc3)c2N)c1
0	2	1.1	-1	0	-9	1.4	-19	2	CCC1CCCCN1C(=O)CSc1nc2ccsc2c(=O)n1Cc1ccccc1 (stereo unspecified)
-4	0	1.1	0	2	-15	x	-1	17	CCOC(=O)CSc1ccc2nnc(-c3cccs3)n2n1
-5	-13	1.1	-5	-2	-24	x	9	1	CCCC(=O)N1c2ccccc2C(=C2SC(C(=O)OC)=C(C(=O)OC)S2)C(=S)C1(C)C
-7	26	x	2	6	12	1.3	-1	-1	O=C(NCCCN1CCOCC1)c1cc2c(s1)CCC2
0	15	1.1	-2	5	-9	0.9	-3	2	c1ccc(-c2noc(-c3ccncc3)n2)nc1
0	8	x	2	5	-10	0.8	12	3	O=C(Nc1c(F)cccc1F)c1ccc(-n2cncn2)nc1
1	1	1	14	6	-9	0.9	2	2	COc1ccc(N2CCN(c3oc(Cc4ccccc4)nc3C#N)CC2)cc1

Carrying on:
S1P2 ag	Plk1 PBD FP	MT1-MMP txn act	EphB4 ephrin blk	Rev-RRE block	PLK1 kinase inh	PLAP act	S1P2 blocker	FAK inh	structure
-2	-1	1.2	-3	4	-1	1	-25	-1	CCOC(=O)C(C#N)c1ccccn1 (stereo unspecified)
-7	-7	1.3	0	5	15	0.9	-2	1	COC(=O)C1=C(C)NC(=O)NC1C1CC=CCC1 (stereo unspecified)
-2	2	x	-9	3	1	0.8	7	4	O=C(O)Cc1ccc2ocnc2c1
-3	29	x	4	3	8	1.1	11	6	CCCCC(=O)Nc1nc(C)c(-c2csc(Nc3cc(Cl)ccc3OC)n2)s1
-5	-9	1.1	-4	3	-4	1.6	-11	6	CCOc1ccc(NC(=O)CSc2nnc(-c3ccncc3)n2CC2CCCO2)cc1 (stereo unspecified)
-3	-22	1.6	0	-4	-9	x	2	-2	OC(COc1ccc2ccccc2c1)CN1CCOCC1 (stereo unspecified)
-4	-17	1.2	-4	1	-14	1.4	15	-1	COc1ccccc1C(=O)N1CCN(S(=O)(=O)c2ccccc2)CC1
4	-7	1.2	-6	9	5	1.1	-2	1	CN(Cc1ccccc1)c1nc2c(c(=O)[nH]c(=O)n2C)n1Cc1ccccc1

The list continues:
S1P2 ag	Plk1 PBD FP	MT1-MMP txn act	EphB4 ephrin blk	Rev-RRE block	PLK1 kinase inh	PLAP act	S1P2 blocker	FAK inh	structure
0	-4	1.2	-4	1	-15	1.2	-9	1	COCc1cc(=O)[nH]c(/N=C(\N)Nc2ccc(C)cc2)n1
-2	-14	1	-10	0	-5	1.1	2	-9	O=C(CCCN1C(=O)c2cccc3cccc(c23)C1=O)N1CCc2ccccc2C1
0	20	1.2	5	7	3	1.1	5	-1	CCOC(=O)c1sc(NC(=O)CSc2nnnn2-c2ccccc2)nc1C
-7	4	1.3	7	2	27	0.9	27	-1	COc1ccc(C(=O)c2coc3ccc(O)c(CN4CCCC4)c23)cc1
-3	-10	1	2	0	-15	1.2	-10	-3	CCOC(=O)C(Cc1ccccc1)NC(=O)CCc1c(C)nc2nc(C)nn2c1C (stereo unspecified)
-2	3	1.2	0	8	-14	1	5	0	CS(=O)(=O)N(CC(=O)N1CCN(c2ccccc2F)CC1)c1ccc2c(c1)OCCO2
-8	-24	x	4	5	-7	1.3	-10	-2	CC(C)CCNC(=O)C12CN(Cc3ccccc3)CC1C(c1ccc([N+](=O)[O-])cc1)=NO2 (stereo unspecified)
-1	2	1.1	5	1	-10	x	5	-1	CC(C)C(=O)c1cn(CC(=O)NCc2ccc3c(c2)OCO3)c2ccccc12
